Screening results as filed in PubChem BioAssay.
XBP1 UPR activ: activators of adaptive arm of unfolded protein response (XBP1); 330,000 compounds, 0.33% hits; activation, % at 20 µM; CHO-XBP1 luciferase reporter, IRE1-XBP1 UPR activation, luminescence; percent of tunicamycin response, DMSO as zero;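 active = versus positive control, 20 µM dose yields 30% or more activation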;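 also: 100% = tunicamycin at 10 µg/mL and 0% = DMSO only wells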
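Material: CHO cell line with stable XBP1 luciferase reporter; schedule: 16-18 h cell attachment at 37 °C, then 6 h compound exposure; signal: glow luminescence from Steady-Glo reagent; medium: serum-containing F12 medium, 10% FBS; benchmarks: tunicamycin 10 µg/mL and vehicle-only wells; read-out: percent activation relative to tunicamycin reference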
tim10-1 inh: growth inhibitors of tim10-1 mutant yeast; 330,000 compounds, 2.2% hits; S. cerevisiae tim10-1 ts strain growth, BacTiter-Glo, 24 h; inhibition, % at 20 µM; AID 463190;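 active = inhibition of at least 40%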;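 also: mutant grown at 25 °C; 0% = DMSO wells with yeast and 100% = wells holding no yeast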
APJ ag: agonists of human APJ apelin receptor. P35414. CHO-K1 APJ PathHunter beta-arrestin, luminescence; 0% DMSO wells, 100% apelin. activation, % at 20 µM. 330,000 compounds, 0.11% hits;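 active = activation more than six SD over the plate average, tested at 20 µM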;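 also: 0% = DMSO alone and 100% = apelin-13 at 10 nM; some results filed as inactive read as strong as hits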
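Test system – PathHunter CHO-K1 APJ (AGTRL-1) beta-arrestin reporter cells · Input – 1000 cells/well · Compound – single test compound dose, 20 µM final, 1% DMSO · Times – compound stimulation 90 min at 25 °C, detection 60 min · Technique – beta-gal luminescence · Read-out basis – APJ–arrestin association signal · Control set – negative DMSO alone, positive Apelin-13 at 10 nM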
TIM10 inh: inhibits growth of TIM10 yeast strain; S. cerevisiae TIM10 strain growth, BacTiter-Glo luminescence, 24 h; inhibition, % at 10 µM; 330,000 compounds, 1.4% hits;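 active = inhibition of 40% or more at the single tested concentration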;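 also: wild-type TIM10 isogenic control strain grown at permissive 25 °C; 0% = DMSO yeast wells and 100% = minimal medium wells without yeast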
tim23-1 inh: tim23-1 yeast growth inhibition; S. cerevisiae tim23-1 growth, BacTiter-Glo luminescence, 24 h; inhibition, % at 20 µM; 330,000 compounds, 1.3% hits;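 active = growth inhibition of the mutant yeast at or above 50%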;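 also: temperature-sensitive mutant grown at 25 °C; plate controls were DMSO-treated mutant yeast for no effect and medium wells lacking yeast for full effect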
UPR CHOP act: apoptotic UPR (CHOP) activation; CHO-CHOP luciferase reporter, luminescence; percent of tunicamycin response over DMSO baseline; activation, % at 10 µM; 330,000 compounds, 0.34% hits;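 active = at 10 µM dose, activation of 40% or more, normalized to positive control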;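 also: 100% = tunicamycin at 10 µg/mL and 0% = DMSO alone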
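Dosing – one dose, 10 µM in 0.5% DMSO · System – CHO-CHOP cells, stable luciferase reporter of PERK-eIF2a-CHOP signalling · Input – 500 cells/well · Control set – tunicamycin 10 µg/mL final as positive, DMSO-only wells as negative · Timing – 6 h compound treatment, 37 °C · Measure – % activation vs tunicamycin · Technique – luminescence read with Steady-Glo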
NALP3 yeast inh: inhibitors of NALP3 inflammasome in yeast; Yeast reconstituted NLRP3/ASC/caspase-1, beta-gal luminescence, 24 h; inhibition, % at 10 µM; 330,000 compounds, 0.39% hits;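 active = inhibition of 50% or more; inactive = inhibition below 50%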;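 also: plate controls were induced DMSO wells for no effect and uninduced yeast grown without galactose for full effect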
Mdm2-MdmX inh: disrupts the human Mdm2-MdmX interaction; 330,000 compounds, 3% hits; inhibition, % at 8 µM; SaOS-2 split-luciferase Mdm2/MdmX complementation, luminescence; O15151+Q00987; AID 485346;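 active = inhibition of at least 50% at 8 µM in the primary screen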
Target sequence (O15151 whole entry, looked up): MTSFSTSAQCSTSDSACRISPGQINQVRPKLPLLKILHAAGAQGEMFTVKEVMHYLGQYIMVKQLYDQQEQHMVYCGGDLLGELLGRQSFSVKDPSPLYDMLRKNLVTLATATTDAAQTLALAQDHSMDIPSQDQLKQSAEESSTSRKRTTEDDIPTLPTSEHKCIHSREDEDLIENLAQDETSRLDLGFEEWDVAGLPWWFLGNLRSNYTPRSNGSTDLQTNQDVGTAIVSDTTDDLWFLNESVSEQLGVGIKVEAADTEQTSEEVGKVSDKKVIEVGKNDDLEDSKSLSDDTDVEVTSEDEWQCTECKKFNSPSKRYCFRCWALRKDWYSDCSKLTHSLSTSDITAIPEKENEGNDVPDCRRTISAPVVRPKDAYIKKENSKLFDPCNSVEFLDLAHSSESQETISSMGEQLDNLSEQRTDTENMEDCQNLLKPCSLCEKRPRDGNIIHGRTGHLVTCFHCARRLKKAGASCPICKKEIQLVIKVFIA
Target sequence (Q00987 whole entry, looked up): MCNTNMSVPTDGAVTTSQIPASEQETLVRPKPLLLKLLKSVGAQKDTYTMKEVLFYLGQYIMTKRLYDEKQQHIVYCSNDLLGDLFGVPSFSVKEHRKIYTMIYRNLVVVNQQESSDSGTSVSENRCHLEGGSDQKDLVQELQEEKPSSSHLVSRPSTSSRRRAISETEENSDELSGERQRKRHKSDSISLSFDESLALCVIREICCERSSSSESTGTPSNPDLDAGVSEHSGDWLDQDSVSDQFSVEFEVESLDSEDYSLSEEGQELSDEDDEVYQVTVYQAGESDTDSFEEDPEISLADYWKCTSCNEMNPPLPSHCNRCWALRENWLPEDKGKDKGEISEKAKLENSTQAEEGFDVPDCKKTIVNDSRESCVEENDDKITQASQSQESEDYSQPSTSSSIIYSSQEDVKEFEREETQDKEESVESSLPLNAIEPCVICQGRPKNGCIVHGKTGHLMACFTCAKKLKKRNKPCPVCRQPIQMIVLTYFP
GRIN3A LBD mod: NR3A (human) ligand-binding domain modulation | 340,000 compounds, 2.5% hits | Tm shift relative to glycine control, % at 25 µM | NR3A LBD differential scanning fluorimetry, Tm shift; 0% = protein alone, 100% = glycine-bound protein;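 active = melting temperature shift of at least 10% of the positive control shift, at one fixed dose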
* hit, by the source's call; x = no result given. Rows were taken by chance; 8.2% or so of the library scored in one or more.

SMILES	XBP1 UPR activ	tim10-1 inh	APJ ag	TIM10 inh	tim23-1 inh	UPR CHOP act	NALP3 yeast inh	Mdm2-MdmX inh	GRIN3A LBD mod
Cc1csc2ncnc(N3CCN(S(=O)(=O)c4cccc(C(F)(F)F)c4)CC3)c12	-3	-2	-2	-34	35	7.1	-13	20	-6
COc1nc(N/N=C/c2ccc(-c3ccccc3[N+](=O)[O-])o2)nc(N2CCOCC2)n1	2	22	3	5	25	9.0	6	-30	-2
COC(=O)c1sc(NC(=O)CSc2nnnn2-c2ccc(C)cc2C)nc1C	-4	-12	-3	-5	-16	-0.8	21	13	-3
Cc1nn(-c2ccccc2)c(OC(=O)c2cccs2)c1S(=O)(=O)c1ccc([N+](=O)[O-])cc1	0	0	3	8	18	3.0	12	-38	-17
Cn1c(NC(=O)C2CCCC2)cc(=O)n(C)c1=O	0	-15	2	0	1	2.8	9	17	-1
Cc1ccc(NC(=O)CSc2nnnn2-c2cccnc2)c(C)c1	-2	-10	0	2	-10	2.2	14	-17	-1
O=C(CSc1nnc(Cc2ccccc2)o1)N1CCc2ccccc21	-2	-8	1	-5	-12	0.7	19	8	1
Nn1c(SCC(=O)Nc2ccc3c(c2)OCO3)nnc1-c1ccc(Cl)cc1	2	2	-3	-7	-13	-0.2	6	49	18*
O=C(c1ccco1)N1CCN(S(=O)(=O)c2cccc(Cl)c2)CC1	-5	14	2	-3	19	1.9	-9	-1	-2
O=C(CN1CCN(c2ccc(F)cc2)CC1)Nc1ccc(-n2cnnn2)cc1	-2	7	-6	0	5	0.2	-12	16	0
NC(=O)c1c(NC(=O)c2ccncc2)sc2c1CCCCCC2	-5	-20	0	-9	33	3.5	39	-43	0
c1cc(CNCC2CCCO2)ccn1 (centres undefined)	2	1	-3	-5	1	-0.9	10	-20	0
O=c1[nH]c(-c2ccccc2)c(-c2ccccc2)o1	-1	8	0	23	9	0.9	-55	-8	2
CN1C(=O)/C(=C/c2cn(CC(=O)N3CCCCC3)c3ccccc23)NC1=S	-3	8	-8	5	6	-1.1	20	11	-4
C[C@@H](CN1C(=O)C(=O)NC[C@@H]1C)NC(=O)CC12CC3CC(CC(C3)C1)C2	3	-28	6	8	-6	0.9	18	-24	0
FC(F)(F)c1cnc(Oc2ccc(-c3nnco3)cc2)c(Cl)c1	-2	33	0	12	24	0.1	0	16	0
Cc1ccc2cc(/C=N/NC(=O)[C@@H]3CCCN3)c(Cl)nc2c1	2	27	-4	19	5	1.9	10	-14	0
COc1ccc(C2(c3ccc(OC)cc3)NC(=O)N(CC(=O)NC3(C#N)CCCC3)C2=O)cc1	0	9	-2	1	13	-0.8	-1	-3	2
COc1ccc(CC(=O)N/N=C/c2cccn2-c2ccc([N+](=O)[O-])cc2)cc1OC	-1	22	0	10	12	4.6	10	-30	-8
O=C(O)c1cccnc1SCC(=O)N1CCCc2ccccc21	2	-12	-1	-13	8	1.9	-4	8	0
CCCc1nnc(NC(=O)c2cc(OC)cc(OC)c2)s1	0	10	1	13	21	3.8	9	-42	-1
COC(=O)C(CC(C(=O)OC)C(=O)OC)C(=O)OC	-2	-4	-1	0	-6	0.9	6	10	3
COCCCNC(=O)COc1ccc(Cl)c(C)c1	1	16	-6	4	-9	3.2	-3	34	3
O=C(NCCCn1ccnc1)c1ccc(Br)cc1	-2	4	-2	-12	-13	0.1	10	2	-5
CCn1c(Cc2ccccc2)nnc1SCc1cccc(C(=O)O)c1	-2	11	1	-4	4	0.7	13	22	2

In the list so far, these have a Cl atom:
SMILES	XBP1 UPR activ	tim10-1 inh	APJ ag	TIM10 inh	tim23-1 inh	UPR CHOP act	NALP3 yeast inh	Mdm2-MdmX inh	GRIN3A LBD mod
Nn1c(SCC(=O)Nc2ccc3c(c2)OCO3)nnc1-c1ccc(Cl)cc1	2	2	-3	-7	-13	-0.2	6	49	18*
O=C(c1ccco1)N1CCN(S(=O)(=O)c2cccc(Cl)c2)CC1	-5	14	2	-3	19	1.9	-9	-1	-2
FC(F)(F)c1cnc(Oc2ccc(-c3nnco3)cc2)c(Cl)c1	-2	33	0	12	24	0.1	0	16	0
Cc1ccc2cc(/C=N/NC(=O)[C@@H]3CCCN3)c(Cl)nc2c1	2	27	-4	19	5	1.9	10	-14	0
COCCCNC(=O)COc1ccc(Cl)c(C)c1	1	16	-6	4	-9	3.2	-3	34	3

Other results.
SMILES	XBP1 UPR activ	tim10-1 inh	APJ ag	TIM10 inh	tim23-1 inh	UPR CHOP act	NALP3 yeast inh	Mdm2-MdmX inh	GRIN3A LBD mod
Cc1nnc(NC(=O)c2ccc(-c3cccc(C(F)(F)F)c3)o2)s1	2	16	-2	-10	6	0.4	-5	36	-1
O=c1c2ccccc2n(Cc2cccc(F)c2)c(=O)n1C1CCCC1	-1	35	-1	25	33	-2.8	10	9	-11
Cc1ccc(-c2nnc3c4ccccc4c(C)nn23)cc1S(=O)(=O)N1CCN(CCO)CC1	8	18	2	12	-2	0.7	29	27	-2
Cn1c(=O)c2cc(S(=O)(=O)NCCC(=O)NC3CCCCCCC3)ccc2n(C)c1=O	-3	-1	-6	8	18	2.3	6	7	0
O=c1c(OC2OC(CO)C(O)C(O)C2OC2OC(CO)C(O)C(O)C2O)c(-c2ccc(O)cc2)oc2cc(O)cc(O)c12 (centres undefined)	-1	4	-6	-2	13	1.0	7	18	1
O=C(NCc1cn(-c2ccccc2)nc1-c1ccc(F)cc1)c1cccc([N+](=O)[O-])c1	0	33	0	41*	6	2.2	21	9	2
CN1CCN(NC(=O)/C=C/c2cccc([N+](=O)[O-])c2)CC1	-4	16	-3	-12	5	-2.8	16	4	-1
c1ccc(Sc2cccc3ccccc23)c(CNC2=NCCN2)c1	-2	-34	-4	10	13	1.8	74*	28	-3
COc1ccc(NC(=O)/C(C#N)=C/c2ccc[nH]2)c(OC)c1	-3	-6	0	-8	4	2.6	14	-3	3
COc1ccc(C(=O)Nc2cccc3nc(C)ccc23)cc1OC	-7	0	-3	-4	1	-1.9	11	-12	-1
FC(F)C(F)(F)C(F)(F)C(F)(F)c1cc(-c2ccccc2)n[nH]1	0	48*	2	39	47	0.2	5	10	-7
Cn1ccnc1SCC(=O)Nc1ccccc1	-1	13	2	-1	8	-0.9	6	-12	1
O=C(NCc1ccc(Cl)cc1)c1cc(S(=O)(=O)N2CCCCC2)c[nH]1	-3	11	0	-3	-9	-2.5	16	10	-9
O=C(CSc1nc(-c2ccc(F)cc2)cs1)NC(=O)NCc1ccco1	-1	3	1	17	17	-1.6	1	-19	-1
COc1ccc(CCNC(=O)CCN2C(=O)C(C)Oc3ccc(C)cc32)cc1OC (centres undefined)	0	7	-5	10	16	-1.9	12	11	-2
COc1ccccc1NC(=O)COn1nnc2ccc(S(=O)(=O)N3CCOCC3)cc21	-2	11	-1	2	15	1.0	7	1	-3
Cc1ccc(NC(=O)CNC(=O)C2CCCCC2)nc1	1	-26	-2	-1	-12	0.9	-4	20	-2
CC(OC(=O)c1cccc(-n2cnnn2)c1)C(=O)Nc1ccccc1F (centres undefined)	-1	-8	-1	-10	-11	0.1	-1	5	0
O=C(/C=C\c1ccco1)Oc1cccc2cccnc12	6	36	-1	-1	15	-1.6	16	3	0
Cc1ccccc1OCC(=O)Nc1ccc(N2CCN(C(=O)C(C)C)CC2)c(Cl)c1	0	63*	13	65*	53*	8.7	0	9	-17
COc1cccc2cc(C(=O)CS(=O)(=O)c3ccc(C)cc3)c(=O)oc12	-4	33	-4	-4	37	4.6	9	38	0
C/C(CC(=O)Nc1ccc2c(c1)OCCO2)=N\NC(=O)COc1ccccc1C	-4	28	-2	-1	22	0.1	33	12	-3
O=C(O)C1CC(c2cccc(Br)c2)=NO1 (centres undefined)	2	8	-2	6	10	-0.1	-12	-10	1
CCC(C)(C)NC(=S)Nc1ccccc1C	0	-10	-2	0	10	0.8	18	17	1
O=C(Cn1cnc2c(nnn2-c2cccc(Cl)c2)c1=O)N1CCCC1	-2	-10	-3	13	8	-1.6	6	-16	-1
New compounds follow:
SMILES	XBP1 UPR activ	tim10-1 inh	APJ ag	TIM10 inh	tim23-1 inh	UPR CHOP act	NALP3 yeast inh	Mdm2-MdmX inh	GRIN3A LBD mod
O=C(C1CCC(CNc2c(N3CCCCC3)c(=O)c2=O)CC1)N1CCN(c2ccccn2)CC1 (centres undefined)	1	-17	-1	5	-1	0.1	0	28	1
COc1cc(C(=O)OCC(=O)Nc2c(F)c(F)c(F)c(F)c2F)cc(OC)c1OC	-5	25	-1	-9	19	-2.2	8	6	0
O=C(Cn1[nH]c(=O)c2ccccc2c1=O)OCC(=O)N1CCCc2ccccc21	0	6	-7	11	4	1.5	-2	21	3
Cc1ccc(Sc2ncccc2C(=O)NCc2cc([N+](=O)[O-])ccc2O)c(C)c1	-5	12	-6	17	22	1.5	16	14	-13
CCOc1cc(C=O)cc(Br)c1OCC(=O)NCCc1ccccc1	-2	34	4	-3	1	-2.7	2	3	3
O=C(O)/C=C/C(=O)N1CCN(S(=O)(=O)c2cc(C(F)(F)F)ccc2Cl)CC1	3	6	0	13	1	-0.1	24	-6	0
O=C(CN(Cc1ccco1)C(=O)CNS(=O)(=O)c1ccc(F)cc1)NCc1ccccc1	-6	-9	-2	-13	1	-1.0	-3	-12	0
C#CCOCCOCCOCCNc1nc(N2CCN(C(=O)[C@H](CCCCN)n3cc([C@@H](N)CO)nn3)CC2)nc(N2CCN(C(=O)[C@H](Cc3ccc(O)cc3)n3cc([C@@H](N)CC(C)C)nn3)CC2)n1	0	2	-4	5	0	0.8	17	5	3
Nc1ccc(C23CC4CC(CC(O)(C4)C2)C3)cc1	-4	15	-2	4	17	-0.8	-7	12	17*
O=C(c1ccccc1F)N1CCN(c2ncccn2)CC1	-2	3	-1	12	2	2.3	10	-6	2
CC(=O)c1cccc(NC(=O)CN2C(=O)C3C4C=CC(C4)C3C2=O)c1 (centres undefined)	-4	4	0	10	13	-1.1	-2	0	-8
Cc1ccc(C)c(NC(=S)c2ccc3ccccc3n2)c1	2	29	-5	36	35	4.1	22	-158	-8
Cn1c2c(c(=O)n(C)c1=O)C(NC(=O)c1ccco1)(C(F)(F)F)C(=O)N2 (centres undefined)	-3	7	-4	-21	0	-1.2	2	6	-7
O=C1CC(NS(=O)(=O)c2cccs2)CN1c1ccc(Cl)cc1 (centres undefined)	6	-8	-5	-13	5	1.1	17	-20	1
COc1ccc2ccccc2c1C(=O)/C=C\c1ccoc1	0	35	1	32	27	2.5	36	0	-1
Cc1cc(-c2nnc(CCC(=O)N(C)CCc3ccccc3)o2)no1	3	12	-2	-13	14	4.2	7	-32	-1
COc1ccc(C2CC(=O)c3cnc(N4CCc5ccccc54)nc3C2)cc1OC (centres undefined)	0	-6	-4	-15	-17	-1.2	5	46	x
CC(C)(C)c1ccc(COn2ccnc2)cc1	-2	-9	-3	2	2	-0.6	0	14	0
CCOC(=O)c1ccc(N/N=C/c2cc(Br)cc([N+](=O)[O-])c2O)cc1	-1	2	-6	5	17	0.1	17	9	19*
CCOC(=O)c1ccc(NC(=O)CCc2nc(-c3ccc(Cl)cc3)no2)cc1	1	7	0	7	8	-2.9	19	20	3
